Screens: PubChem BioAssay, several laboratories
KCC2 mod – KCC2 (human) Cl- transport modulation. actives 2.2% (n = 190,000). B-score of Tl+ flux slope (higher = more flux/activation; lower = inhibition) at 10 µM. KCC2 cells, thallium flux FluoZin-2 fluorescence;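 active means thallium flux slope and its plate-corrected score both differing from the plate sample mean at a set confidence after two filtering rounds, in either direction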;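 further: slope of fluorescence scaled to starting intensity during 10 to 20 s after thallium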
Furin inh – human furin inhibition | purified furin, fluorogenic substrate cleavage | inhibition, % at 30 µM | actives 0.061% (n = 220,000); in the data active means inhibition above about 25%; further: inactives centre near -15
PERK inh – blocks human PERK kinase; Q9NZJ5; CHO PERK-DD fusion, SEAP luminescence translation reporter; inhibition, % at 5.6 µM; actives 0.17% (n = 220,000);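 active means inhibition above the mean inhibition of all tested compounds plus 3 SD, set separately per screening campaign, cut at about 2.9% in these data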;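 further: PERK kinase domain activated by AP20187 dimerizer at 100 nM; 0% = DMSO with dimerizer and 100% = rapamycin at 8.4 µM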
Target sequence (Q9NZJ5 whole entry, looked up, the tested form may be a part): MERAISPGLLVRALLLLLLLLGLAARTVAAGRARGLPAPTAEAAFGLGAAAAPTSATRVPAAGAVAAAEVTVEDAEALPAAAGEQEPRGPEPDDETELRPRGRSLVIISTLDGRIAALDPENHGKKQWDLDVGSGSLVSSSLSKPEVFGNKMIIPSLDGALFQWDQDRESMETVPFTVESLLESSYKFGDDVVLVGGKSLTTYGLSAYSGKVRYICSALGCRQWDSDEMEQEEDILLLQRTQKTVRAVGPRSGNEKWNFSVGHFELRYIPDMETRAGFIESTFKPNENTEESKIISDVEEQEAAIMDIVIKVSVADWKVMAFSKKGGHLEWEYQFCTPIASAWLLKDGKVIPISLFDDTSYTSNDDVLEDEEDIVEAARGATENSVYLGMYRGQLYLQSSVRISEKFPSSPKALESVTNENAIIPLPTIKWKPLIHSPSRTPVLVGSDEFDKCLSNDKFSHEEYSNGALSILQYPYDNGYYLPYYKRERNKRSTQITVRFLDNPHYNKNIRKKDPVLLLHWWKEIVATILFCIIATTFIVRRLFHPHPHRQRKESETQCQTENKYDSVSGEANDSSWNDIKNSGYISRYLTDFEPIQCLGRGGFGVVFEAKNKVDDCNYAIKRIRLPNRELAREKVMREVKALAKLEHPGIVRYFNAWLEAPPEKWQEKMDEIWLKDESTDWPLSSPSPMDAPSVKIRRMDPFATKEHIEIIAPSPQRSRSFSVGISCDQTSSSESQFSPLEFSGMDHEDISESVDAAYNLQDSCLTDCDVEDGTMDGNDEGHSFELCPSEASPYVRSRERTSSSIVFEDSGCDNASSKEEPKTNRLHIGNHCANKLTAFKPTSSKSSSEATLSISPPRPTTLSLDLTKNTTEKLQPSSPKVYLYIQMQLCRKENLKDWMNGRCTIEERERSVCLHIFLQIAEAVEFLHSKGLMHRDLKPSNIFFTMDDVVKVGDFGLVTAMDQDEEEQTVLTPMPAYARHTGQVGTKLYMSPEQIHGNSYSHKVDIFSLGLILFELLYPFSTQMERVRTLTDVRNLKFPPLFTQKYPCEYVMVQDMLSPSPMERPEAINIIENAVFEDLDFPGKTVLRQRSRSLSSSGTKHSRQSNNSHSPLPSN
FXIIa inh – inhibitors of human coagulation factor XIIa; P00748; actives 0.3% (n = 220,000); inhibition, % at 5 µM; purified FXIIa, Boc-QGR-AMC fluorogenic substrate, 2 h; in the data active means inhibition above about 40%;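 further: 0% = enzyme with no compound and 100% = blank without enzyme; many of its hits are not listed in these tables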
Rad51 HR inh – Rad51 (human) homologous recombination inhibition. hRad51 DNA strand exchange, fluorescence dequenching. actives 0.085% (n = 200,000). inhibition, % at 10 µM. Q06609;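 active means inhibition above 40% at the single screening dose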;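 further: 0% = DMSO control wells and 100% = blanks with heterologous ssDNA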
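Material: hRad51 filaments on single-stranded DNA; Reagent: Donor/quencher-labelled 47-bp dsDNA substrate; Compound: 10 µM final, single point; Schedule: 37 °C 15-min filament assembly, 30-min compound preincubation, 15-min exchange; Technique: FRET fluorescence, excitation 485 nm, emission 520 nm; Benchmarks: control wells and blank wells on each plate.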
m-calpain inh – blocks pig calpain II enzyme activity | purified calpain II, fluorogenic peptide substrate, 30 min | inhibition, % at 16 µM | actives 0.37% (n = 220,000) | AID 1236;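 active means inhibition above about 50%, limit read from the data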
FXIa inh 1536 – factor XIa (human) inhibition | inhibition, % at 5 µM | AID 798 | actives 0.14% (n = 220,000) | purified FXIa, Boc-Glu-Ala-Arg-AMC fluorogenic substrate | P03951;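 active means inhibition of at least 40%; inactive means inhibition below 40%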;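 further: fluorescence of freed AMC excited at 355 nm; 0% = enzyme without compound and 100% = no enzyme blank; many of its hits are not listed in these tables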
KLK5 inh – blocks human kallikrein 5 protease activity; AID 873; recombinant hK5, fluorogenic AMC substrate cleavage; actives 0.59% (n = 210,000); inhibition, % at 5 µM;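 active means inhibition of 40% or more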;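 further: 0% = enzyme controls without compound and 100% = no-enzyme blanks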
thrombin 1536 – inhibitors of human thrombin | P00734 | alpha-thrombin, Boc-VPR-AMC fluorogenic substrate cleavage | inhibition, % at 5 µM | actives 0.26% (n = 220,000);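 active means inhibition at or above 40%; inactive means inhibition below 40%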;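 further: 0% = enzyme with no compound and 100% = wells without enzyme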
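System: Human alpha-thrombin protein | Medium: pH 7.5 Tris (50 mM) with NaCl 150 mM, Tween 20 0.05% | Times: Enzyme reaction carried out at room temperature | Detection: AMC fluorescence, 355/460 nm | Evaluation: Percent inhibition scaled between no-compound controls and no-enzyme blanks | Benchmarks: Enzyme without compound as high, wells lacking enzyme as low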
Starred values were filed as active, the others as inactive; i = inactive; / = no result given; [ ] = remark or other dose. These rows are one share of the data; count on the stated rates, not on these rows.

Results follow in this order: KCC2 mod	Furin inh	PERK inh	FXIIa inh	Rad51 HR inh	m-calpain inh	FXIa inh 1536	KLK5 inh	thrombin 1536
- CCOC(=O)c1c(C)[nH]c(C(=O)COC(=O)C2(C)CC2(Cl)Cl)c1C (centres undefined)
 : /	-6[20 µM]	-1.1	17	6	2	8	7	-1
- COCCn1c(SCC(=O)N2CCCc3ccccc32)nc2cccnc21
 : -0.44	-29	-0.4	8	-13	-19	4	2	1
- O=C(CN1C(=O)c2ccccc2S1(=O)=O)NCc1ccco1
 : 0.0068	-19	0.8	8	-6	5	-4	-1	-8
- Fc1cccc(NC(=S)N2CCCCC2)c1
 : 0.79	-20[20 µM]	1.0	-9	/	-31	-13	-25	21
- COc1ccc(-c2cc(=O)c3ccccc3n2C)cc1
 : 1.1	-13[20 µM]	0.6	24	7	2	19	0	-3
- Cc1ccc(NC(=O)CC2S/C(=N/N=C3/NC(=O)CS3)NC2=O)cc1 (centres undefined)
 : 0.51	-25	1.5	5	-2	-20	-5	-19	-5
- Cc1ccc(C)c(NCc2n[nH]c(=S)n2-c2ccccc2)c1
 : 0.56	-34	1.1	9	2	-17	-3	-6	6
- CCCC(=O)Nc1sc(C(=O)OC)c(C)c1C(N)=O
 : -0.43	-23	0.8	20	-1	-1	18	-3	1
- COC(=O)c1ccc(CN2CCN(Cc3ccc(F)cc3)C(CCO)C2)cc1 (centres undefined)
 : 0.0059	-20	0.4	12	/	14	4	/	2
- O=C(CN1C(=O)NC2(CCCC2)C1=O)N1CCN(C(=O)c2ccco2)CC1
 : 0.018	-21	1.0	13	5	4	3	2	-2
- CCOC(=O)C1CCN(C(=O)Cn2cc(C(=O)C3CC3)c3ccccc32)CC1
 : -0.71	-13[20 µM]	-0.2	13	-2	-5	14	9	3
- COc1ccc(N=Nc2c(C)[nH][nH]c2=O)cc1
 : 0.86	4	0.4	4	13	12	-6	0	14
- Cc1onc(-c2ccccc2Cl)c1C(=O)OCC(=O)Nc1cccc(S(=O)(=O)N2CCOCC2)c1
 : -1.8	-11	0.2	6	21	8	-1	-2	8
- CCOC(=O)NC1(NCc2ccccc2)Oc2ccccc2O1
 : 0.51	-14[20 µM]	1.5	-9	-1	-19	0	1	-1
- COc1ccc(S(=O)(=O)NC(C(C)C)C(C)C)cc1OC
 : /	-19[20 µM]	0.5	2	3	18	4	-19	1
- O=C(Oc1ccc2c(c1)OCO2)C12CC3CC(CC(C3)C1)C2
 : 0.74	-13	1.0	-5	6	66*	-2	-6	9
- CCc1nc(C)cn1S(=O)(=O)c1ccc([N+](=O)[O-])cc1
 : 0.27	-24	0.7	5	4	-24	-4	-1	-11
- CCc1cc2c(NCc3ccco3)ncnc2s1
 : /	-6	-0.1	21	-3	20	16	3	1
- O=C(Nc1ccc(-c2nnc(-c3ccccc3)o2)cc1)c1ccc(Br)o1
 : 1.8	-6[20 µM]	0.5	/	-4	/	/	/	/
- Cc1ccc(S(=O)(=O)N2CCN(C(=O)c3cc4c(C)nn(-c5ccccc5C)c4s3)CC2)cc1
 : -0.034	-25[20 µM]	-0.8	7	6	-111	6	-7	3
- O=C(CSc1cc(Cl)ccc1Cl)NCC1CCCO1 (centres undefined)
 : /	-4	0.6	11	/	-4	-2	1	-3
- COc1ccc(C(=O)Nc2ccc3nc(N4CCCCC4)cc(C)c3c2)cc1OC
 : 0.091	-24	-0.8	-1	0	-31	-5	-29	-9
- O=C(O)CNC(=O)c1cccc(C(F)(F)F)c1
 : -0.057	-6	0.5	7	-2	15	0	3	-8
- COc1ccc(C[C@@H]2CN3C(=NC[C@@H]3C)N2C[C@H](C)NC(=O)CCC2CCCCC2)cc1
 : -0.066	-25	0.1	1	-6	1	-6	-5	-7
- CCOc1cc(/C=N/NC(=O)OC)ccc1OCCSc1ccc(Cl)cc1
 : -0.11	-21	0.3	10	1	-8	8	-21	-1
- O=C(CN(c1cccc(C(F)(F)F)c1)S(=O)(=O)c1ccc(Cl)c([N+](=O)[O-])c1)NCc1ccc(F)cc1
 : 0.74	-21	0.1	14	/	-5	9	-9	2
- CCC(=O)N1c2ccc(S(=O)(=O)CCC(=O)NCc3ccc4c(c3)OCO4)cc2CC1C (centres undefined)
 : /	-21	-0.7	18	/	-12	-11	11	2
- CC(C)CCN=Cc1c(O)n(-c2ccccc2)c(=O)c2ccccc12
 : /	-13[20 µM]	-2.9	16	4	-12	-12	11	8
- O=[N+]([O-])c1ccccc1/C=N/NC1=NCCCCC1
 : 0.34	-10	1.0	18	0	17	19	4	3
- CC(C)CCNC(=O)c1c(CSc2ccccc2)noc1C(=O)NCc1ccccc1
 : 0.48	-15	/	8	-1	28	4	0	-2
- CCc1cccc2c(C#N)cn(CC(=O)NCc3ccco3)c12
 : /	-6[20 µM]	0.5	14	-7	12	0	0	-1
- CC(O)CNCCNCc1cccs1 (centres undefined)
 : 0.26	-28	0.5	-5	2	-21	-7	-21	-1
- C#CCOc1nc(C)cc(C)c1S(=O)(=O)c1ccccc1C
 : -0.047	-8	0.7	12	-5	38	4	-6	-7
- COC(=O)c1scc(S(=O)(=O)C(C)(C)C)c1N
 : -0.13	-25	-0.1	0	4	2	-18	7	-6
- O=c1[nH]cc(I)cc1I
 : 0.91	-10	1.9	3	13	-7	1	0	-1
- COc1ccc(C/C(N)=N/OC(=O)c2cccc([N+](=O)[O-])c2)cc1
 : 0.29	-4	0.8	10	3	2	7	-4	-6
- Cc1ccc(C(=O)CC2C(=O)N(c3ccccc3)C(=S)N2c2ccccc2)cc1 (centres undefined)
 : -0.86	-20	-0.7	11	7	-31	5	-8	-2
- Cc1cc(C)nc(SCc2ccccc2C#N)n1
 : -0.95	-19	1.2	-1	-9	13	-12	12	-6
- Nc1nonc1-n1nnc(C(=O)N/N=C/c2ccccc2)c1CSc1ccccc1
 : 0.23	-10	1.8	8	19	-9	6	5	2
- CCS(=O)(=O)NCCc1csc(-c2ccccc2)n1
 : -2.3	-23	0.7	-6	1	-7	-4	6	-1

Given as tab-separated lines: entries from further up
Compound	KCC2 mod	Furin inh	PERK inh	FXIIa inh	Rad51 HR inh	m-calpain inh	FXIa inh 1536	KLK5 inh	thrombin 1536
C#CCOc1nc(C)cc(C)c1S(=O)(=O)c1ccccc1C	-0.047	-8	0.7	12	-5	38	4	-6	-7
COC(=O)c1scc(S(=O)(=O)C(C)(C)C)c1N	-0.13	-25	-0.1	0	4	2	-18	7	-6
O=c1[nH]cc(I)cc1I	0.91	-10	1.9	3	13	-7	1	0	-1

5 successive compounds already listed:
Results follow in this order: KCC2 mod	Furin inh	PERK inh	FXIIa inh	Rad51 HR inh	m-calpain inh	FXIa inh 1536	KLK5 inh	thrombin 1536
- COc1ccc(C/C(N)=N/OC(=O)c2cccc([N+](=O)[O-])c2)cc1
 : 0.29	-4	0.8	10	3	2	7	-4	-6
- Cc1ccc(C(=O)CC2C(=O)N(c3ccccc3)C(=S)N2c2ccccc2)cc1 (centres undefined)
 : -0.86	-20	-0.7	11	7	-31	5	-8	-2
- Cc1cc(C)nc(SCc2ccccc2C#N)n1
 : -0.95	-19	1.2	-1	-9	13	-12	12	-6
- Nc1nonc1-n1nnc(C(=O)N/N=C/c2ccccc2)c1CSc1ccccc1
 : 0.23	-10	1.8	8	19	-9	6	5	2
- CCS(=O)(=O)NCCc1csc(-c2ccccc2)n1
 : -2.3	-23	0.7	-6	1	-7	-4	6	-1

Remaining list, next part.
Labels used below – A = KCC2 mod; B = Furin inh; C = PERK inh; D = FXIIa inh; E = Rad51 HR inh; F = m-calpain inh; G = FXIa inh 1536; H = KLK5 inh; I = thrombin 1536
C1CCc2nnc(-c3nnc4n3CCCCC4)n2CC1
  A: 0.44; B: -20[20 µM]; C: 1.2; D: 15; E: 4; F: -24; G: -2; H: -7; I: -1
O=C(CCCSc1nc2ccccc2[nH]1)Nc1ccccc1
  A: 0.023; B: -6; C: 0.6; D: 14; E: -1; F: 20; G: 4; H: -3; I: -6
CCn1cc(C(=O)O)c(=O)c2cnc(N3CCN(C(=S)Nc4ccccc4C(F)(F)F)CC3)nc21
  A: -0.32; B: -23; C: 1.1; D: 9; E: /; F: -16; G: -4; H: -6; I: -11
Cc1cc(NC(=O)c2ccc(C#N)cc2)on1
  A: 2; B: -17; C: 0.0; D: 6; E: -5; F: 28; G: -2; H: /; I: -8
CC(=O)Nc1ccc(Nc2nc(C)c([N+](=O)[O-])c(Nc3ccccc3)n2)cc1
  A: -0.59; B: -5; C: 0.2; D: 10; E: 6; F: -10; G: 3; H: -12; I: -7
CCOC(=O)C1CCN(C(=O)COC(=O)CNC(=O)c2ccc(OC)cc2)CC1
  A: -0.97; B: -18; C: 0.2; D: 5; E: 5; F: -4; G: -1; H: 0; I: 2
O=c1c2ccccc2cnn1-c1ccc2ccccc2c1
  A: -1.6; B: -15[20 µM]; C: -0.9; D: 5; E: 3; F: 9; G: -2; H: 1; I: -4
CSc1cc(-c2ccc(Cl)cc2)c(C(=O)NN)s1
  A: -0.58; B: -10[20 µM]; C: 1.8; D: 13; E: -9; F: 19; G: 16; H: -29; I: -6
CCOC(=O)C(NC(=O)NCc1cccc(C(F)(F)F)c1)(OCC)C(F)(F)F (centres undefined)
  A: 0.12; B: -10; C: -0.3; D: 2; E: -5; F: 1; G: -2; H: -13; I: -6
COc1ccccc1-c1c(C)oc2cc(OC(=O)c3ccco3)ccc2c1=O
  A: -0.33; B: -17[20 µM]; C: 1.1; D: 14; E: -4; F: -484; G: 3; H: 0; I: 3
Nc1nc(SCC(=O)N2CCCc3ccccc32)n(-c2ccccc2)n1
  A: 0.024; B: -25; C: -0.5; D: 14; E: 9; F: -44; G: 5; H: -7; I: 2
CCCCCCCC[n+]1cccc2c3ccccc3ccc21
  A: -0.93; B: -79; C: -0.4; D: -1; E: 2; F: i; G: -10; H: -8; I: 5
Cc1csc(=S)n1-c1ccccc1
  A: 0.81; B: -16[20 µM]; C: 0.1; D: 4; E: 2; F: 19; G: -8; H: 9; I: -5
